Screening results: PubChem, National Center for Advancing Translational Sciences (NCATS)
DT40 TDP1 CPT: growth inhibition of DT40 Tdp1-/-;hTDP1 cells with camptothecin (screen for TDP1 inhibitors); chicken DT40 Tdp1-/-;hTDP1 cells + 20 nM CPT, ATP luminescence, 48 h; Potency, µM (series often up to 46.2 µM), for the others: top-dose activity change, negative = growth inhibition, most hits filed as inhibitors; hit rate 12% among 420,000; AID 686979; further: nearly all actives have a fitted effect of over 55% in size
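Cell growth measured by CellTiter-Glo luminescence after a minimum 48 h, 37 C compound exposure with 20 nM CPT in Tdp1-knockout DT40 cells stably expressing hTDP1, seeded 400/well; qHTS titration format.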
TDP1 cell noCPT: qHTS for Inhibitors of human tyrosyl-DNA phosphodiesterase 1 (TDP1): qHTS in cells in absence of CPT; DT40 Tdp1-/- hTDP1 cells, no CPT, ATP luminescence, 48 h; Potency, µM (top dose mostly 46.2 µM), without a hit: at the top dose activity change, negative = growth inhibition, actives largely listed as inhibitors; hit rate 15% among 420,000; AID 686978, 2013; further: nearly all actives have a fitted effect of over 55% in size
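Stably hTDP1-transfected Tdp1-null chicken DT40 cells were treated with library compounds minus camptothecin and grown for at least 48 hr at 37 °C, after which cellular ATP was quantified by luminescence.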
TDP1 block: TDP1 (human) enzyme inhibition; Q9NUW8; recombinant TDP1, AlphaScreen DNA substrate cleavage; Potency, µM (titrated, usually from 130 µM), for inactives: at the highest dose activity change, negative = inhibition, most hits filed as inhibitors; hit rate 0.28% among 350,000; further: nearly all actives have a fitted effect of over 40% in size
Target sequence (Q9NUW8 whole entry, looked up): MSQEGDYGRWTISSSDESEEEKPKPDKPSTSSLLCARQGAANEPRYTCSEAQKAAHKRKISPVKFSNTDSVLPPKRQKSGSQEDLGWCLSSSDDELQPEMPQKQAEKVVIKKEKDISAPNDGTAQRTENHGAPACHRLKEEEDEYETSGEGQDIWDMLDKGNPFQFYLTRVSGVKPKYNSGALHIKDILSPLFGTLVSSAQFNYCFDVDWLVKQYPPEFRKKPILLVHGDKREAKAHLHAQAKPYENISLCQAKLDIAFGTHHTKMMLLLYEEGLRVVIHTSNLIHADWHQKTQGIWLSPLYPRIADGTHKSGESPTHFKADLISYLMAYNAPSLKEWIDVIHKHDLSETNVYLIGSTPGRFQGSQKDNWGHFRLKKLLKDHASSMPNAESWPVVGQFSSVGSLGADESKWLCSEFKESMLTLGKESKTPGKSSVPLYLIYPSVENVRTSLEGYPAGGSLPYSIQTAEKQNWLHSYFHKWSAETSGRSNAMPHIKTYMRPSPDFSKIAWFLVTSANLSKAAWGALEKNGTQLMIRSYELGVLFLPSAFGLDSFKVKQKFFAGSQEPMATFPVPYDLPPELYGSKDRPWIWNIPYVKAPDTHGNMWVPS
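Compounds were preincubated with Tdp1 (1 nM final) for 15 min at room temperature before substrate (15 nM final) started a 5 min reaction; beads (10 ug/ml final) were then added for 10 min before AlphaScreen detection.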
Starred values were filed as active, the others as inactive; ? = inconclusive; . = not tested or not shown; & = joins results of further samples; [ ] = remark or other dose. The call rests on the fitted dose curve; in most records, active means well fitted curve in the direction sought with a large enough effect; inconclusive means small, poorly fitted or top-dose-only effect, or another doubt; inactive means no such curve, though single readings can be large; an effect the other way counts as inactive or inconclusive. On the % scale 0 is the no-effect control and ±100 the full control effect; potency means the concentration at half of the fitted maximal effect.

Fields: DT40 TDP1 CPT, TDP1 cell noCPT, TDP1 block
- O=C(Nc1cccc(C(=O)O)c1)Nc1ccccc1Cl
 : -7.9%, 1.6%, -3.7%
- C=CCOc1c(Br)cc(/C=C(\C#N)C(N)=O)cc1OC
 : ?, ?, 2.9%
- CC(=O)Nc1c(C(=O)N2CCOCC2)cnn1-c1ccc(C)c(C)c1
 : 2.9%, -1.1%, -1.5%
- Cn1c(CNC(=O)CNC(=O)c2cccc(Cl)c2)cc(=O)n(C)c1=O
 : 2.4%, 16.8%, 0.1%
- CCc1c(C)c2ccc(OCC(=O)OC)cc2oc1=O
 : ?, -7.5%, 1.0%
- CC(C)OC(=O)c1ccc2ccc(-c3ccccc3)nc2c1
 : ?, 16.4µM*, .
- CC1CCCCC1NC(=O)COC(=O)c1cc(=O)[nH]c2ccccc12 (centres undefined)
 : 7.8%, 7.0%, 0.5%
- Cc1ccc(CN2C(=O)c3oc4ccc(C)cc4c(=O)c3C2c2ccc(O)cc2)cc1 (centres undefined)
 : 16.4µM*, ?, 3.2%
- O=C(NC1(C(F)(F)F)NC(=O)N(c2ccc(F)cc2)C1=O)c1cccs1 (centres undefined)
 : 7.5%, -21.9%, 5.4%
- O=C1CCCc2c1cc(C(=O)NCc1ccco1)c(=O)n2-c1ccc(Cl)cc1
 : 7.8%, -14.4%, -1.1%
- NC(=O)c1c(C(F)(F)F)cc(-c2ccccc2)nc1NCCO
 : -24.1%, -15.0%, 5.5%
- Cc1ccc(Cn2c(C)c(CNCc3ccccc3F)c(C(=O)O)c2C)cc1
 : ?, ?, 0.0%
- Cc1cc(Br)ccc1OCC(=O)NNC(=O)Cc1ccccc1
 : -21.9%, 16.2%, 0.0%
- CC(=O)N/C(=C/c1ccccc1)c1ccncc1
 : 7.94µM*, 11.2µM*, .
- O=C(/C=C/c1ccc([N+](=O)[O-])cc1)NC1CC2CCC1C2 (centres undefined)
 : ?, ?, 5.4%
- Nc1nonc1C(=O)NCCN=Cc1ccccc1O
 : 1.9%, -5.0%, -2.1%
- Cc1nn(C)c(C)c1Sc1ccccc1N
 : -12.2%, -25.8%, 2.6%
- CCOC(=O)/C(=N/Nc1ccc(Br)cc1)N1CC(C)OC(C)C1 (centres undefined)
 : 8.6%, ?, .
- CCOc1ccc(CCNC(=O)COC(=O)C2CCN(S(=O)(=O)c3ccc(C)c(C)c3)CC2)cc1OCC
 : 7.1%, 5.0%, 1.8%
- O=C(c1cc(=O)c2ccccc2o1)N1CCCc2ccccc21
 : 1.6%, 5.2%, -0.9%
- Brc1cnc2nc(SC/C=C/c3ccccc3)[nH]c2c1
 : 0.1%, -11.4%, -6.8%
- COc1ccc(N(C)C(=O)Cc2c(C(=O)O)n(C)c3ccccc23)cc1
 : -3.2%, -14.4%, .
- Cc1cc(-c2ccc(Br)s2)nc(-n2cccc2)n1
 : 11.7%, -4.4%, 2.7%
- Cc1cc(Cl)nc(Cl)c1C(=O)NC(=O)NCCC(C)C
 : -3.3%, 10.8%, 4.8%
- COc1ccc(CN2CCC3CC2c2cc(Cl)ccc23)cc1 (centres undefined)
 : 18.4µM*, 18.4µM*, .
- CN(Cc1ccccc1)c1ccc(/C=C/c2nc3ccccc3s2)cc1
 : 0.316µM*, 0.1µM*, .
- CN(Cc1cccs1)c1ncnc2sccc12
 : ?, 16.4µM*, 2.1%
- CC(C)CC(COCc1ccc(Cl)cc1)N1CCN(C(=O)c2cccc(C(F)(F)F)c2)CCC1=O (centres undefined)
 : 16.4µM*, 20.6µM*, -3.9%
- COc1ccc(S(=O)(=O)O/N=C2\CCSc3ccc(C)cc32)cc1
 : -22.9%, ?, 3.1%
- COc1ccccc1NC(=O)Nc1ccc(S(=O)(=O)Nc2onc(C)c2C)cc1
 : -10.6%, -25.0%, 3.3%

Single records, as listed above:
Listed for `CC(=O)N/C(=C/c1ccccc1)c1ccncc1` → DT40 TDP1 CPT = 7.94µM*; TDP1 cell noCPT = 11.2µM*; TDP1 block = .
Listed for `Cc1cc(Cl)nc(Cl)c1C(=O)NC(=O)NCCC(C)C` → DT40 TDP1 CPT = -3.3%; TDP1 cell noCPT = 10.8%; TDP1 block = 4.8%
Listed for `CC(C)OC(=O)c1ccc2ccc(-c3ccccc3)nc2c1` → DT40 TDP1 CPT = ?; TDP1 cell noCPT = 16.4µM*; TDP1 block = .

Additional results
Fields: DT40 TDP1 CPT, TDP1 cell noCPT, TDP1 block
- COc1ccc(NC(=O)CN(C)C(=O)c2ccc3c(c2)OCCO3)cc1
 : -0.4%, -0.2%, .
- O=C(COC(=O)c1ccco1)Nc1nnc(-c2ccccc2)o1
 : 12.0%, -3.3%, .
- O=C(NCc1ccc(F)cc1)c1noc2c1CCCCC2
 : -13.1%, -19.2%, -2.2%
- Cc1ccc2sc(N(Cc3cccnc3)C(=O)CCS(=O)(=O)c3ccccc3)nc2c1C
 : 5.8µM*, 6.51µM*, 7.8%
- Cc1ccc(Cl)cc1NC(=O)c1ccccc1OCC(=O)Nc1ccc(Cl)cc1
 : ?, 5.8µM*, 0.6%
- COc1ccc(NC(=O)C2CCCN2S(=O)(=O)c2ccc3c(c2)CCCC(=O)N3)cc1Cl (centres undefined)
 : ?, ?, 2.6%
- O=C1COc2ccc(C(=O)NCc3ccco3)cc2N1
 : -10.6%, -6.7%, 6.2%
- COc1ccc(-c2cn3c(n2)sc2cc(C(=O)Nc4cc(OC)cc(OC)c4)ccc23)cc1
 : 1.2%, -21.7%, 1.3%
- CC1(C(=O)NS(=O)(=O)c2ccc(Cl)cc2)CCN1C(=O)CC1CC1 (centres undefined)
 : -1.2%, 15.2%, .
- Cc1cccc(C(P(=O)(c2ccccc2)c2ccccc2)P(=O)(c2ccccc2)c2ccccc2)n1
 : ?, 16.4µM*, 2.7%
- CSc1ccccc1NC(=O)N1CCC(CO)(CC2CCCCO2)CC1 (centres undefined)
 : 5.5%, ?, -2.8%
- NS(=O)(=O)c1ccc(CCn2c(=S)[nH]c3ccc(F)cc3c2=O)cc1
 : ?, ?, 3.5%
- COc1ccc(/C=C/C(=O)NCCCNC(=O)/C=C/c2ccc(OC)c(OC)c2)cc1OC
 : -0.7%, -10.6%, .
- O=C(CCC(=O)c1ccccc1)NC1CCCN(Cc2ccccc2F)C1 (centres undefined)
 : -5.7%, -3.8%, 1.0%
- CC1CC(C)CN(S(=O)(=O)c2ccc3c(c2)CC(=O)N3)C1 (centres undefined)
 : 0.2%, 6.3%, -0.4%
- Cc1ccc(S(=O)(=O)NC(CC(=O)NC2CCCC2)c2ccco2)cc1 (centres undefined)
 : 5.7%, -3.0%, -2.8%
- CC(C)(Oc1ccc(Cl)cc1)C(=O)N1CCN(c2ccccn2)CC1
 : ?, ?, 0.0%
- Clc1cccc(Nc2nnc(-c3ccccc3)c3ccccc23)c1
 : ?, ?, 6.1%
- O=C(Nc1ccc(Cl)cc1)c1ccc2c(c1)S(=O)(=O)c1ccccc1C2=O
 : -13.6%, -19.0%, .
- Cn1ncc2c(Nc3ccc4ccccc4c3)ncnc21
 : ?, ?, 5.2%
- CC(C)c1ccc(C=NNc2ccc([N+](=O)[O-])cn2)cc1
 : ?, ?, .
- COc1ccccc1C(=O)N(Cc1cc2cccc(C)c2nc1N1CCC(O)CC1)C1CC1
 : -6.8%[9.04 µM], 16.4µM*, .
- CC1(c2nnc(Cc3ccccc3)o2)CC(c2ccc(Cl)cc2)=NO1 (centres undefined)
 : -23.1%, -29.0%, .
- Cc1sc2ncn(CC(=O)NCCCC(=O)Nc3ccc(C(C)C)cc3)c(=O)c2c1C
 : 7.9%, 10.8%, -0.4%
- Cc1cc(C)c(NC(=O)CN(C)C(=O)C2CC(=O)N(c3cccc4ccccc34)C2)c(C)c1 (centres undefined)
 : -22.9%, 1.0%, 1.0%
- COc1cccc(-c2ccc3ncnc(NC4CCNCC4)c3c2)c1
 : ?, 13µM*, 9.7%[56.1 µM]
- Cc1ccc(C(=O)Nc2cccc3cccnc23)cc1Cl
 : -25.6%, ?, -1.9%
- CCOc1nsc(OCC)n1
 : 2.2%, 0.1%, 6.8%
- COc1ccc(OCc2ccc(-c3nc(C#N)c(N4CCCCC4)o3)o2)cc1
 : 0.5%, ?, 0.5%
- Cc1ccc(S(=O)(=O)/N=C2/NC(=O)/C(=C/c3ccccn3)S2)cc1
 : ?, -28.1%, 1.2%
- Cc1ccccc1-c1nnc(CN2CCN(C(=O)c3ccco3)CC2)o1
 : 6.0%, -7.2%, -13.3%
- COc1ccc(C(=O)C=Cc2ccc(OCc3ccccc3)c(OC)c2)cc1OC
 : 7.31µM*, 4.61µM*, .
- COCc1ccc(C(=O)NC2CCCc3c2cnn3-c2cc(C)cc(C)c2)s1 (centres undefined)
 : ?, 20.6µM*, .
- O=C(NCc1ccccc1)[C@@H]1CCCN1C(=O)[C@@H]1CCCN1C(=O)c1cccc2ccccc12
 : ?, ?, .
- O=C(NCC(c1ccc2c(c1)OCO2)N1CCOCC1)c1ccc(F)cc1 (centres undefined)
 : -27.9%, -27.9%, 0.0%
- O=C(NCc1ccc2c(c1)OCO2)c1cc2ccccc2o1
 : -11.0%, -8.5%, 2.0%
- O=C(c1ccco1)N1N=C(C2CCCCC2)CC1(O)C(F)(F)F (centres undefined)
 : 0.2%, -10.3%, 8.3%
- CNC(=O)Nc1ccccc1NC(=O)NC
 : -10.6%, -2.5%, 2.3%
- COc1ccc2oc(C(=O)OCC(=O)NC(C)(C#N)C3CC3)c(C)c2c1 (centres undefined)
 : 9.9%, -0.9%, .
- CN1CCN(CC(=O)NN(Cc2ccccc2)c2ccccc2)CC1
 : 10.3%, -7.4%, 2.6%
- CC(C)(CO)Cc1cc(C(C)(C)C)c(O)c(C(C)(C)C)c1
 : 18.4µM*, ?, 10.7%&9.0%[56.1 µM]
- CCN(CC(=O)NCc1ccc(Cl)cc1)C(=O)CNS(=O)(=O)c1ccc(NC(C)=O)cc1
 : -24.4%, 0.0%, 5.9%
- C/C=C(\C)C(=O)NCCN1C2=NC[C@H](C(C)C)N2C[C@H]1Cc1ccc(O)cc1
 : -0.2%, -5.4%, 2.6%
- O=C(CSc1nnc(-c2ccncc2)n1CC1CCCO1)Nc1cccc(O)c1 (centres undefined)
 : -15.4%, -5.1%, 2.6%
- Cc1ccc(NC2CCCCC2NS(=O)(=O)c2ccc(Cl)cc2)cc1 (centres undefined)
 : ?, ?, 0.0%
- O=C(NC1CCCCC1)c1ccc2[nH]c(=O)c(=O)[nH]c2c1
 : 7.6%, 3.6%, -7.7%
- CCOc1ccc(S(=O)(=O)N(CC(=O)Nc2ccc3c(c2)OCO3)c2ccccc2)cc1
 : -8.5%, -5.9%, .
- Cc1cccc(NC(=O)NC2CCCCCCC2)c1C
 : -28.4%, 3.1%, -3.5%
- Cc1ccc(S(C)(=O)=O)cc1C(=O)Nc1ccc(S(=O)(=O)Nc2nccs2)cc1
 : 7.9%, 2.0%, 1.9%
- Cc1ccc(-n2nc3c(N4CCC(C(=O)NCc5ccccc5C)CC4)nnc(C)c3c2C)cc1
 : 13µM*, ?, -6.2%
- CC1CCCCN1C(=O)c1cc2c(=O)n3ccccc3nc2s1 (centres undefined)
 : -11.2%, -3.7%, 2.0%[0.0935 µM]
- COc1ccccc1N1CCN(C(=O)Cn2c(=O)n3nc(-c4cccc(C)c4)nc3c3ccccc32)CC1
 : ?, ?, 2.6%
- Cn1c(SCC(=O)Nc2ccc(F)cc2F)nnc1-c1cccnc1
 : -12.4%, -4.8%, 8.7%
- O=C(O)CCC(=O)Nc1cccc(-c2csc(-c3ccccc3)n2)c1
 : -16.7%, ?, 0.0%
- Cc1ccc(NC(=O)/C(C#N)=C\c2ccc(-c3ccc(Cl)cc3)o2)c(C)c1
 : 11.6µM*, -97.1%, 2.2%[12.3 µM]
- COc1cc(/C=C2\SC(c3ccc(C)cc3)=NC2=O)cc(OC)c1O
 : -23.3%, ?, 5.3%
- CCN(CC)c1cc(C(F)(F)F)nc(-c2ccccn2)n1
 : ?, ?, 1.0%

Given with bars between the fields: part of the list above.
structure | DT40 TDP1 CPT | TDP1 cell noCPT | TDP1 block
Cn1c(SCC(=O)Nc2ccc(F)cc2F)nnc1-c1cccnc1 | -12.4% | -4.8% | 8.7%
Cc1ccc(NC2CCCCC2NS(=O)(=O)c2ccc(Cl)cc2)cc1 (centres undefined) | ? | ? | 0.0%

No enrichment for hits; 18% or so of the library scored in one or more.
